mcGAS inh = cyclic GMP-AMP synthase inhibitors, mouse, primary biochemical chemiluminescence | Q8C6L5 | recombinant cGAS, Kinase-Glo ATP depletion luminescence | inhibition, % at 12.5 µM | 0.15% of 160,000 active;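 also: 0% = negative control wells and 100% = reference inhibitor with no enzyme activity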
hcGAS inh = Primary biochemical luminescence assay for human cyclic GMP-AMP synthase inhibitors. Q8N884. AID 1259398, 2018. 0.081% of 290,000 active. inhibition, % at 12.5 µM. recombinant h-cGAS, ATP depletion, Kinase-Glo luminescence;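 also: 0% = vehicle reaction and 100% = reaction without DNA for no activity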
Target sequence (Q8N884 whole entry, looked up): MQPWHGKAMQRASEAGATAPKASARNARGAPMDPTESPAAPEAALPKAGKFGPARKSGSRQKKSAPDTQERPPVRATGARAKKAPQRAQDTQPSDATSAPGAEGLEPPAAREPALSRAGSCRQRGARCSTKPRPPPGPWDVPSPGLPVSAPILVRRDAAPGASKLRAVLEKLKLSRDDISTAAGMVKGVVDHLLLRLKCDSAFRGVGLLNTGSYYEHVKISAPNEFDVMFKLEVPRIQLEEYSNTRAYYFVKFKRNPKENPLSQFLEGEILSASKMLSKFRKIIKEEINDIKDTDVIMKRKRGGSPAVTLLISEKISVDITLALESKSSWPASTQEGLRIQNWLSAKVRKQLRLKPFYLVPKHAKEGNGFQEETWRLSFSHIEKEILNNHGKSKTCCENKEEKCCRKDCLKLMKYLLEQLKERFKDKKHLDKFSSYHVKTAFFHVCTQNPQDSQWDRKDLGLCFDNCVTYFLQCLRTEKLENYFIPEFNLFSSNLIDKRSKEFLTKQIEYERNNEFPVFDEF
NPYLR7 ag = agonists of mosquito NPYLR7 receptor, primary screen, cell-based, Aedes aegypti, calcium fluorescence, mosquito biting behavior; 0.15% of 270,000 active; Aedes aegypti neuropeptide Y-like receptor 7 (NPYLR7); AID 1259423, 2018; activation, % at 10 µM; HEK293T NPYLR7/Galpha15, GCaMP6s calcium fluorescence; in the data active = activation above about 40%;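 also: 0% = vehicle and 100% = reference agonist at the receptor; some compounds past the cut are filed as inactive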
* = called active by the depositor; . = no result given. Rule as the data show it, unless noted: active = inhibition above about 40%; inactive = the rest.

Values run as follows: mcGAS inh, hcGAS inh, NPYLR7 ag
O=C(c1ccc(S(=O)(=O)NCCc2ccccc2)o1)N1CCOCC1
  ., -3, -8
O=C(c1cncn1-c1ccc(F)cc1)N1CCN(S(=O)(=O)c2ccccc2)CC1
  ., -9, 6
N#CCCN(C(=O)CN1CCN(c2ccccc2O)CC1)c1ccc(F)cc1
  -8, -13, 7
COc1ccc(CCN(Cc2ccc(C)s2)C(=O)CN(C(=O)Nc2ccc(Cl)cc2Cl)C(C)C)cc1OC
  -6, 1, 1
CCCc1noc(C(C)S(=O)(=O)Cc2c(C)noc2C)n1 (centres undefined)
  ., -2, -3
Clc1ccccc1OCCNc1nc(NCC2CC2)nc2ccsc12
  ., -13, 6
O=C(N[C@H](Cc1ccccc1)C(=O)NCCCOc1cccc([N+](=O)[O-])c1)OCc1ccccc1
  ., -1, -8
COc1ccc(CN2C3CCC2CC(NC(=O)c2ccc(F)cc2F)C3)c(OC)c1 (centres undefined)
  -4, 1, 14
Cc1nc(SCC(=O)N2CCOC(C)C2)c2c(=O)n(C)c(=O)n(CC(C)C)c2n1 (centres undefined)
  ., -4, 2
COc1cc(-c2nc(CN(C)C3CCCc4ccccc43)c(C)o2)ccc1F (centres undefined)
  ., -1, -3
CN(Cc1cccc(C(F)(F)F)c1)Cc1nc(Cc2ccccc2F)no1
  -2, 1, 28
CCOC(=O)c1cn[nH]c1S(=O)(=O)NCc1ccccn1
  -9, -5, -3
CC1(C(=O)NS(=O)(=O)c2ccc(Cl)cc2)CCN1C(=O)Cc1cccs1 (centres undefined)
  ., -9, -2
COc1cccc(Cn2ccnc2CN(CCN(C)C)C(=O)C(C)C)c1
  -4, 2, 7
CC(=O)Nc1ccc(CN2C(=O)C(C)(C)ON=C2c2cccc(F)c2)cc1
  ., -5, 5
C=CCC1(OC)CCN(C(=O)c2coc(Cn3cnc4ccccc43)n2)CC1
  -16, -5, -4
Cc1cn2c3c(=O)n(Cc4cccc5ccccc45)c(=O)n(C)c3nc2n1CCCl
  -7, 2, 2
CCOC(=O)c1cc(-c2ccc(N3CCN(C(=O)c4c(C)noc4C)CC3)cc2)n(-c2ccccc2OC)n1
  -5, -2, 5
CN(C)C(=O)c1ccc(-c2cnc3c(c2)CCN3CCCc2ccccc2)cc1
  ., -5, 25
O=C(/C=C/c1ccccn1)NC1CCCN(CCc2ccccc2)C1 (centres undefined)
  -10, -8, .
Clc1ccc2nc(CSc3ncn[nH]3)cn2c1
  ., -2, -1
CN1C[C@@H]2CC[C@H](CC1=O)N2C(=O)C1(c2ccc(Cl)cc2)CCC1
  -3, 2, -5
CCOC(=O)CCc1c(C)nc2ncnn2c1N1CCN(C/C=C/c2ccccc2)CC1
  -5, 0, .
O=C(CCc1nnc(CCC2CCCCC2)o1)NCc1ccccc1-n1cncn1
  -5, -6, -2
COCCN1CCCC[C@]2(C[C@H](CO)[C@H](c3ccccc3)N2C(=O)CC(C)(C)C)C1=O
  -6, -7, 3
COCCCNC(=O)N1CCCCCCNC(=O)[C@@H]2CCCC[C@@H]21
  -6, -10, .
COc1ccccc1/C=C/CN1CCN(c2nccc3ncccc23)CC1
  -1, 0, -4
CS(=O)(=O)Oc1ccc(CN(Cc2ccccc2)C(=O)Nc2ccccc2C(F)(F)F)cc1
  -6, -4, 18
CCOC(=O)C1(CCCc2ccccc2)CCN(C(=O)c2ccc3[nH]ccc3c2)CC1
  -8, -6, 4
CCS(=O)(=O)Oc1cccc(CN(C(=O)c2cccc(F)c2)C2CC2)c1
  -5, -8, 28
O=C(CNc1ccc(F)cc1F)N1CCN(S(=O)(=O)c2ccc3c(c2)CCC3)CC1
  -7, -5, 0
O=C1NC2(CCN(Cc3ccco3)CC2)Nc2cc(Cl)ccc21
  -4, -3, 3
COc1ccc(/C=C(\C#N)c2nn(CCO)c(N)c2C#N)cc1
  ., -4, 0
Nc1ncnc(Nc2ccc(Oc3ccc(Cl)cc3)cc2)c1[N+](=O)[O-]
  -5, -3, -5
CCN(CC1=CCN(Cc2cnc[nH]2)CC1)C(=O)c1ccco1
  -12, -6, 1
CC1(C)CN(C(=O)c2cccc(F)c2)C2(S1)C(=O)N(Cc1ccccc1Cl)c1ccccc12 (centres undefined)
  0, -3, -8
CCOC(=O)c1c(NC(=O)C2CC2)sc(C(=O)Nc2ccc(OC)cc2OC)c1C
  ., -5, -5
Cc1nc(C)c(C(=O)NCc2cccnc2N(C)CCc2ccccn2)s1
  ., -5, 4
CC(C)C1CN(C(=O)c2ccc(=O)[nH]c2)CCCN1CC1CC1 (centres undefined)
  -14, -7, 2
Cc1nc(C(=O)N2CC[C@H](NS(=O)(=O)c3cn(C)cn3)C[C@H]2C(=O)N[C@H](CC(C)C)C(N)=O)cs1
  -4, 0, -7
CCN1CCc2ccc(OCC(=O)NCc3ccccc3)cc2C1c1ccccc1 (centres undefined)
  ., -7, 4
CN(C)C(=O)c1ccc(-c2ccc3c(c2)OCCO3)s1
  -11, -17, -6
Cc1cccc(Nc2nc3nonc3nc2N/N=C\c2cc([N+](=O)[O-])ccc2O)c1C
  -8, 30, -4
CONC(=O)c1cc(S(=O)(=O)N(C)C(C)C)ccc1Cl
  ., 0, 2
COc1ccc(CN(CCc2c[nH]c3ccccc23)C(=O)CN(CC(C)C)C(=O)CCc2ccccc2)cc1OC
  -5, -4, 17
O=C(NCc1ccc2c(c1)OCO2)c1csc(CSc2nnc(-c3cccnc3)n2-c2ccccc2F)n1
  -6, -12, -4
COc1ccc(C2NC(C(=O)O)Cc3c2[nH]c2ccccc32)cc1CN1CCN(c2ccc(F)cc2)CC1 (centres undefined)
  -5, -6, 15
OCc1cn(-c2ccccc2Cl)nn1
  ., -3, -1
COc1cc(C)ccc1Oc1cc(N2CCN(CC(=O)N3CCCC3)CC2)ncn1
  -6, -4, -12
Cc1c(C#N)c([N+](=O)[O-])nn1Cc1cccc(C(F)(F)F)c1
  ., -8, -4

Other entries follow.
Values run as follows: mcGAS inh, hcGAS inh, NPYLR7 ag
CCOC(=O)CCCCCC(=O)Nc1cc(-c2onc3c2CCc2cc(OC)ccc2-3)ccc1C
  -4, -4, 1
Cn1nc(C(C)(C)C)cc1C(=O)N1CCCC(c2cc(C(=O)NCc3ccccc3)no2)C1 (centres undefined)
  -5, -7, 1
CCc1ccc(-c2cc3c(SCC(=O)Nc4ccc(F)cc4)nccn3n2)cc1
  -8, -6, 1
CCC(=O)N1CCSC12C(=O)N(Cc1c(F)cccc1F)c1ccc(OC)cc12 (centres undefined)
  -3, -1, -1
O=C(N[C@H](CO)Cc1ccccc1)C(=O)c1ccc(C2CCCCC2)cc1
  -4, -8, 3
CCN(CCC(F)(F)F)S(=O)(=O)c1ccc2c(c1)ncn2C
  -16, -17, 7
CCn1c(SC(C)C(=O)Nc2ccccc2F)nnc1-c1ccoc1C (centres undefined)
  ., -3, -2
CCOc1nc(-c2ccccc2C)n(-c2ccc(NC(=O)c3ccco3)cc2)n1
  -7, -4, 14
COC(=O)CNC(=O)N1CC[C@@](O)(c2ccccc2)[C@H]2CCCC[C@@H]21
  ., -7, 9
OCCN(Cc1cccc2ccccc12)CC1CC1
  ., -12, -2
Cc1oc(-c2cccc(C(F)(F)F)c2)nc1CN(C)Cc1cnc(N)nc1
  ., 0, 4
CC1(C(=O)NCc2ccc(C(F)(F)F)cc2)CCN1Cc1cc2ccccc2o1 (centres undefined)
  ., -12, 4
CCC(C(=O)N1CCN(c2nc(C)nc(C)c2Cc2ccc([N+](=O)[O-])cc2)CC1)c1ccccc1 (centres undefined)
  -4, -1, -2
Cc1ccc2cccc(OC(=O)c3ccc(Cl)cc3)c2n1
  -5, -3, 6
COc1cc(CN2CCC(=O)NCC2C)cc2c1OCO2 (centres undefined)
  -6, -3, 21
CC(C)C(=O)Nc1ccc(SCc2ccccn2)nn1
  ., -1, 4
CNCC(=O)NCCc1nc2sc(C)c(C)c2c(=O)[nH]1
  ., -4, 17
Cc1nc2ccc(NCC(=O)N3C(C)CCCC3C)cc2s1 (centres undefined)
  ., -1, 0
CC(NC(=O)c1cc2ccccc2c(Cl)n1)(C1CC1)C(F)(F)F (centres undefined)
  -17, -7, 0
O=C(COc1ccccc1)N1CCC(n2cnc3ccc(F)cc32)CC1
  -3, -7, .
COc1ccccc1-n1c(O)c(C2=c3ccccc3=NC2=O)sc1=S
  ., -3, 6
CNc1ccc2ncc(-c3cccc(O)c3)n2n1
  ., -2, 12
CCCN(CCC)c1nc2ccccc2n(CC(=O)N2CCC(C)CC2)c1=O
  -6, -4, 8
CCCC(=O)NC(=S)c1c(C)n(C)n(-c2ccccc2)c1=O
  ., -2, -10
COc1cn(CC(=O)NC2CCCCC2)c(CSc2nc(C)cc(C)n2)cc1=O
  -8, -6, -1
Cc1cc(=O)n2c(-c3cccc(NC(=O)c4cccc5ccccc45)c3)csc2n1
  ., -6, 10
COc1ccc(OC)c(NC(=O)NCCN2CCCCCC2)c1
  1, 1, -9
CC(=O)C1=C(O)c2ccccc2S(=O)(=O)N1
  ., -5, 0
Cc1ccc(S(=O)(=O)c2nnn(-c3cccc(Cl)c3)c2C)cc1
  -7, -8, 19
CC(C)SCC(=O)N1CCNCC1C(=O)NCc1cccnc1 (centres undefined)
  -16, -3, 1
O=C(NCCc1ccccn1)c1ccc(CSc2nc(-c3ccccc3)cc(N3CCN(c4ccccc4Cl)CC3)n2)o1
  3, 8, 4
COCCN(Cc1cccs1)C(=O)CN1CCCCCC1=O
  -1, 0, -3
COc1cccc(OCc2nc(C(=O)N(C)Cc3ccon3)co2)c1
  -9, -8, -2
CC(=O)N(C)C1CCN(S(=O)(=O)NCc2ccccc2)C1 (centres undefined)
  ., -7, 0
O=C(NCCc1ccc(F)cc1)c1ccc(-c2ccc3c(c2)OCO3)s1
  -7, -7, -2
Cc1nnc(NC(=O)C23CC4CC(CC(C4)C2)C3)s1
  ., -3, 3
CCn1cc(NC(=O)NCc2cccnc2)c2ccccc21
  -6, -3, 1
CC(C)CCC(C)NC(=O)c1cncn1-c1cccc(-c2ccc(Oc3ccccc3)cc2)c1 (centres undefined)
  1, 4, 0
COc1ccc(C(=O)N(Cc2cc(NC(=O)c3cccs3)ccc2N(C)C)C2CCCCC2)cc1
  -5, -7, 8
Cc1nc(C2CN(C(=O)c3ccn(C)c(=O)c3)CCO2)n[nH]1 (centres undefined)
  ., -10, 5

Complete entries, quoted from the list. Order of values: mcGAS inh	hcGAS inh	NPYLR7 ag
COc1ccc(C(=O)N(Cc2cc(NC(=O)c3cccs3)ccc2N(C)C)C2CCCCC2)cc1 is entered as -5	-7	8
O=C(NCCc1ccc(F)cc1)c1ccc(-c2ccc3c(c2)OCO3)s1 is entered as -7	-7	-2
CC(C)CCC(C)NC(=O)c1cncn1-c1cccc(-c2ccc(Oc3ccccc3)cc2)c1 (centres undefined) is entered as 1	4	0
Cc1nc(C2CN(C(=O)c3ccn(C)c(=O)c3)CCO2)n[nH]1 (centres undefined) is entered as .	-10	5
COc1cccc(OCc2nc(C(=O)N(C)Cc3ccon3)co2)c1 is entered as -9	-8	-2

An excerpt of these results, bar-delimited.
SMILES | mcGAS inh | hcGAS inh | NPYLR7 ag
COc1cccc(OCc2nc(C(=O)N(C)Cc3ccon3)co2)c1 | -9 | -8 | -2
CC(=O)N(C)C1CCN(S(=O)(=O)NCc2ccccc2)C1 (centres undefined) | . | -7 | 0

Further records
Values run as follows: mcGAS inh, hcGAS inh, NPYLR7 ag
COc1cccc(C(=O)COC(=O)c2cc3ccccc3[nH]2)c1
  ., -1, 7
CCC(C)N(Cc1cc(NC(=O)CC(C)C)ccc1N(C)C)C(=O)COC (centres undefined)
  -4, -3, 25
NC(=O)c1cc(-n2ccc(-c3cnccn3)n2)cs1
  ., -9, 10
CCOC(=O)c1c(NC(=O)Cc2cccs2)sc(C(=O)Nc2ccc(OC)cc2)c1C
  -5, -5, 11
O=C(NN(C(=O)C12CC3CC(CC(C3)C1)C2)C1CCS(=O)(=O)C1)C12CC3CC(CC(C3)C1)C2 (centres undefined)
  ., -4, 8
CCc1ccc(OCC(=O)N2CCCn3nc(C(=O)N4CCCC4)cc3C2)cc1
  -18, -7, 2
O=c1ccc(-c2ccco2)nn1CCCNS(=O)(=O)/C=C/c1ccccc1
  ., 6, 6
Cc1nc(CN2CCCN(CC(=O)N3CCOC(C)C3)CC2)no1 (centres undefined)
  ., -1, -2
CCCCNC(=O)CC1SC(N)=NC1=O (centres undefined)
  ., 4, 3
CCOC(=O)C(c1cc(OC)ccc1OC)C1C=CC(NC(=O)c2cc(C)oc2C)C1 (centres undefined)
  -6, -9, 19
CN(C)CCNC(=O)c1cccc(-c2ccnc3n[nH]c(-c4cccc(C(F)(F)F)c4)c23)c1
  -5, -1, 9
COc1cccc(C2CCCCN2S(=O)(=O)c2c(C)noc2C)c1 (centres undefined)
  -12, -7, 2
Cc1ccccc1-n1nc2c(c1NC(=O)c1ccccc1C(F)(F)F)CS(=O)(=O)C2
  ., -3, -1
COC(=O)c1c(-c2cccs2)csc1NC(=O)CSc1nnc2sc3ccccc3n12
  -5, -4, -2
CCOc1cc(/C=C2/SC(=Nc3ccccc3)NC2=O)ccc1OC
  -5, -8, -9
COc1ccc(OC)c(-c2ccc(=O)n(Cc3cccc4ccccc34)n2)c1
  ., 0, 14
CC(C)Cn1c(=O)c2c(nc3n2CCCN3c2ccc(Br)cc2)n(C)c1=O
  ., -8, 4
C/C=C(\C)C(=O)N1CCc2ccccc2C1c1ccccc1F (centres undefined)
  -7, -5, -4

Screening data from PubChem BioAssay.
